# Screening data from PubChem BioAssay.
# aDG glyco act: increases alpha dystroglycan glycosylation | Pro5-aDG cells, alpha-DG glycosylation AlphaScreen (IIH6); 0% Pro5, 100% B10-LARGE cell signal | activation, % at 10 µM | 0.22% of 360,000 active | AID 624168;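 active = activation of at least 8% versus controls, or a plate z-score of at least 8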;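 note: Pro5 are CHO cells carrying HIG-tagged alpha-DG that lacks glycosylation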
# TWEAK Fn14 block: blocks TWEAK-Fn14 interaction in a reporter cell assay | TWEAK-stimulated Fn14 reporter cells, luciferase luminescence, 8 h | inhibition, % at 10 µM | 2% of 360,000 active | AID 1159606; in the data active = inhibition above about 50%
# KKLEB cytotox: reduces viability of KKLEB cystic fibrosis airway cells. AID 602141. activity change (cytotoxicity), % at 5 µM. 0.36% of 360,000 active. KKLEB CF airway cells viability, ATPlite luminescence, overnight; hits give low values; cells stimulated with P. aeruginosa culture filtrate;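 active = corrected activity change at or below -50% at 5 µM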
# CF NFkB block: blocks PAF-induced NF-kB reporter in cystic fibrosis cells. KKLEB NF-kB-GFP reporter, GFP fluorescence overnight. inhibition, % at 5 µM. 0.86% of 360,000 active. AID 588850;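 active = at least 50% inhibition at 5 µM, scaled per plate between neutral and stimulator controls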;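 note: PAF is a Pseudomonas aeruginosa culture filtrate used as stimulus; plate controls were PAF-stimulated DMSO wells for no effect and unstimulated DMSO wells for full effect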
# Peg3 promoter: Peg3 promoter activity inhibition; inhibition, % at 20 µM; AID 588405; 1.7% of 360,000 active; HeLa PEG-Prom luciferase reporter, luminescence, overnight;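 active = inhibition of at least 50% at 20 µM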
# NR2E3 ag-1: NR2E3 (human) agonism; Q9Y5X4; GST-NR2E3/biotin-RetCOR TR-FRET, 1536-well; inhibition of corepressor binding, % at 4.78 µM; 0.12% of 320,000 active; AID 2300;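 active = percent inhibition above the cutoff of mean plus 3 SD of all tested compounds, set per screening campaign, cut at about 20% in these data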;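 note: 0% = DMSO wells and 100% = biotin wells as full block of FRET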
# Target sequence (Q9Y5X4 whole entry, looked up): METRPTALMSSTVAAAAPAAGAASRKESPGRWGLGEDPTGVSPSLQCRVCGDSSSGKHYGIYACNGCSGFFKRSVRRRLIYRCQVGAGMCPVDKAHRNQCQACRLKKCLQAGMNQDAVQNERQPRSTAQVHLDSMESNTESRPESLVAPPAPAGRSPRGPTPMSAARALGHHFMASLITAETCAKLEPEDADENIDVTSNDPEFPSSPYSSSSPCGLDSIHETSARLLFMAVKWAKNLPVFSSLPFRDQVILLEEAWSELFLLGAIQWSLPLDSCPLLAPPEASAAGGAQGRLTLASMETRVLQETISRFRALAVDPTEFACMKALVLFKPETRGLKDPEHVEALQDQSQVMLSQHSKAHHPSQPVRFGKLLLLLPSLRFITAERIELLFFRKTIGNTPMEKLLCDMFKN
#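 Format: 1536-well format; test system: GST-NR2E3 and biotin-RetCOR proteins; read-out basis: percent inhibition of TR-FRET ratio; timing: 5 h incubation at 4 °C; detection: time-resolved FRET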
# HIF-2a block: blocks HIF-2a reporter activity; 786-0 RCC cells HIF-2a reporter, luciferase luminescence, overnight; inhibition, % at 18.8 µM; 0.72% of 360,000 active; AID 624352;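 active = inhibition of the luminescence signal of 40% or more relative to plate controls, in a single-dose primary screen at 18.75 µM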
# NR2E3 ag-2: human photoreceptor-specific nuclear receptor agonism; Q9Y5X4; CHO-S Gal4-NCOR/VP16-NR2E3 two-hybrid, luciferase; inhibition of corepressor binding, % at 3.98 µM; 0.35% of 360,000 active; AID 602229;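 active = inhibition above the mean of all tested compounds plus 3 SD, cut at about 70% in these data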;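 note: 0% = DMSO with NR2E3 transfected cells and 100% = cells lacking NR2E3 construct; higher means lower luciferase signal from less NR2E3 corepressor binding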
# TRPM1 prom inh: MITF TRPM1 promoter inhibition in SK-MEL-5 cells. SK-MEL-5 TRPM1 promoter luciferase, 24 h. inhibition, % at 12.5 µM. 0.83% of 330,000 active;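 active = mean inhibition across replicates of 60% or more, whatever share of single replicates reaches that level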; note: values of inactives mirror those of a sister screen read the other way
# iPSC survival up: enhancers of human iPSC single-cell survival; survival enhancement, % at 20 µM; hiPSC single-cell survival, ATPlite luminescence; 100% = ROCK inhibitor wells, 0% = DMSO; 0.044% of 360,000 active; in the data active = survival enhancement above about 18%;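 note: cells exposed to compounds for 16 hours before the ATP read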
# Shn3 inh set2: reduces Shn3 3'UTR luciferase signal in osteoblasts | 0.52% of 360,000 active | AID 588674 | inhibition, % at 12.5 µM | Clone20 osteoblast Shn3 3'UTR firefly luciferase, 24 h;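 active = mean inhibition of at least 75% with every replicate also reaching 75%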;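 note: 0% = median of neutral control wells and 100% = pilot-screen positive control compound; some compounds past the cut are filed as inactive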
# Active calls of the source: *; / = no result given.
# Every second line gives: aDG glyco act	TWEAK Fn14 block	KKLEB cytotox	CF NFkB block	Peg3 promoter	NR2E3 ag-1	HIF-2a block	NR2E3 ag-2	TRPM1 prom inh	iPSC survival up	Shn3 inh set2
Cc1cc(C)c2cc(CN(CC3CCCO3)C(=S)NCc3ccco3)c(=O)[nH]c2c1 (centres undefined)
    -0.3	26	-7	24	19	1	23	4	7	-0.5	8
CC(C)C(O)(C(=O)NNc1ccccc1)C(C)C
    0.0	-8	-11	12	4	0	13	-20	13	0.6	-7
CCCCNC(=O)COCc1cc(-c2ccc3c(c2)OCO3)on1
    -0.1	-41	-8	12	-97	3	-115	-106	-14	-0.7	6
Cc1ccccc1-c1cc(C(=O)NCc2ccc3c(c2)OCO3)nn1CC1CC(c2cccc([N+](=O)[O-])c2)=NO1 (centres undefined)
    0.1	-25	-8	2	17	/	6	-11	8	-0.3	-12
O=c1[nH]n(-c2cccc3cccnc23)c(=O)c2ccccc12
    -0.1	-17	7	-2	0	-1	-6	-12	3	1.9	2
CCN(CCn1cccn1)Cc1nc(Cc2cccc(F)c2)no1
    0.0	-1	5	0	2	0	7	-11	-2	1.2	-3
Cc1ccc(CO/N=C\Cc2snc(Sc3ncc(C(F)(F)F)cc3Cl)c2C#N)cc1
    0.0	22	-2	-8	19	0	-3	-7	16	-0.3	14
COC(=O)c1ccc(C(=O)N2CCCC(N3CCN(c4ccc(F)cc4)CC3)C2)nc1 (centres undefined)
    0.0	-9	13	-20	1	0	-5	10	1	-0.4	-3
Cc1nc(-c2cnn(-c3ccccc3)c2)c2cc(C)oc2n1
    -0.1	18	2	-22	9	-4	-21	-33	-5	-1.3	0
COc1ncccc1-c1ccc2nncn2c1
    0.2	2	-16	-13	19	/	5	-16	/	6.0	-2
Clc1ccc(OCc2nc(-c3ccncc3)no2)c(Cl)c1
    0.6	7	9	1	-306	2	-244	-92	-65	-1.1	-13
COC(=O)c1sccc1S(=O)(=O)N1CCCC(N(C)CCc2ccccn2)C1 (centres undefined)
    0.0	0	-4	-3	12	0	18	-5	1	-0.5	21
O=P(O)(O)c1ccccc1OCCOCCOc1ccccc1P(=O)(O)O
    -0.3	3	1	10	12	-1	12	2	-1	-0.5	52
COc1ccccc1NC(=O)c1ccc2snnc2c1
    -0.1	2	-6	-3	-49	1	-59	-9	-10	-0.5	-26
COc1ccc(NC(=O)CN2C(=O)CSC2=O)cc1
    0.2	-8	-16	-6	-3	1	11	-20	-13	-0.6	-9

# 2 entries picked at random from those above:
# Every second line gives: aDG glyco act	TWEAK Fn14 block	KKLEB cytotox	CF NFkB block	Peg3 promoter	NR2E3 ag-1	HIF-2a block	NR2E3 ag-2	TRPM1 prom inh	iPSC survival up	Shn3 inh set2
Cc1ccccc1-c1cc(C(=O)NCc2ccc3c(c2)OCO3)nn1CC1CC(c2cccc([N+](=O)[O-])c2)=NO1 (centres undefined)
    0.1	-25	-8	2	17	/	6	-11	8	-0.3	-12
COc1ccccc1NC(=O)c1ccc2snnc2c1
    -0.1	2	-6	-3	-49	1	-59	-9	-10	-0.5	-26

# New compounds follow
# Every second line gives: aDG glyco act	TWEAK Fn14 block	KKLEB cytotox	CF NFkB block	Peg3 promoter	NR2E3 ag-1	HIF-2a block	NR2E3 ag-2	TRPM1 prom inh	iPSC survival up	Shn3 inh set2
CCCOc1ccc(C2CC(=O)Nc3cc(OC)c(OC)cc32)cc1 (centres undefined)
    0.4	10	-8	-8	15	/	23	-17	2	0.8	24
O=C(COC(=O)Cc1c(Cl)cccc1Cl)NC1CCCC1
    1.2	-13	14	-17	-2	/	2	-11	1	0.3	-8
CC(C)N1CCC1(C)C(=O)Nc1ccccc1OC(F)F (centres undefined)
    -0.1	-12	5	4	0	/	9	-2	/	-1.1	1
CCN(CC)C(=O)CSc1nnc(-c2ccc(S(=O)(=O)NCc3ccccc3Cl)cc2)o1
    -0.1	-29	-7	7	24	-2	-2	8	-3	-2.6	44
Cc1cccc(-c2noc(CCC(=O)Nc3ccccc3)n2)c1
    0.0	-3	3	0	-11	1	-52	-7	1	3.3	19
CC(C)CC(CO)N1CCN(C(=O)c2ccc(Cl)cc2Cl)CCC1=O (centres undefined)
    0.1	10	2	-1	4	1	15	3	-7	3.0	11
Cc1cccc(N(CC(=O)N/N=C/c2ccc(OCC(=O)NCc3ccco3)cc2)S(C)(=O)=O)c1C
    -0.2	9	0	19	21	0	12	-3	2	-1.0	5
O=C(c1cccc(S(=O)(=O)N2CCCCCC2)c1)N1CCN(c2ccccc2)CC1
    0.2	-1	-5	6	32	-2	18	-5	5	-0.3	7
CC(C)NC(=O)N(C)C[C@H]1Oc2cc(C#Cc3ccc(F)cc3)ccc2S(=O)(=O)N([C@H](C)CO)C[C@H]1C
    0.2	5	1	-22	15	/	2	7	/	-3.9	0
COc1ccc(/C=C2\N=C(c3ccc(C)cc3)OC2=O)cc1
    0.0	8	21	-6	18	-2	12	-15	2	7.2	-16
COc1ccc(C(=O)Nc2nc3ccc4nc(C)sc4c3s2)cc1
    0.8	-42	-8	-39	-10	-34	-41	-12	6	-0.3	-20
CN1C(=S)SC2CS(=O)(=O)CC21C (centres undefined)
    -0.2	-18	0	8	5	5	17	-20	-1	-0.5	/
Cc1cc(NS(=O)(=O)c2ccc(NC(=O)CCCOc3ccccc3)cc2)no1
    -0.1	-11	-10	-10	-8	0	12	-19	-9	-0.2	34
Cc1ccc(CN2CCN(c3ccccc3Cl)CC2)o1
    0.0	-37	8	3	11	0	7	6	4	0.6	9
CCOc1cc(/C=C2\SC(=O)N=C2N)ccc1O
    0.0	-13	-1	-5	25	-8	17	11	-9	-2.4	-30

# Every second line gives: aDG glyco act	TWEAK Fn14 block	KKLEB cytotox	CF NFkB block	Peg3 promoter	NR2E3 ag-1	HIF-2a block	NR2E3 ag-2	TRPM1 prom inh	iPSC survival up	Shn3 inh set2
NC(=O)C1CCN(C(=O)c2ccc(NS(=O)(=O)c3ccc(Br)s3)cc2)CC1
    -0.1	-16	-12	5	-2	/	-2	1	-9	-0.2	-9
CCOC(=O)c1ccc(NC(=O)N2CCN(S(C)(=O)=O)CC2)cc1
    -0.2	7	4	13	10	2	22	2	3	1.0	-3
O=C(CN1C(=O)c2ccccc2C1=O)Nc1ccc(S(=O)(=O)NCC2CCCO2)cc1 (centres undefined)
    0.0	-14	4	-2	-5	2	16	-2	-5	1.5	-3
O=C(Nc1ccc2c(c1)OCCO2)C(c1cc2ccccc2o1)N1CCN(c2ccc(F)cc2)CC1 (centres undefined)
    -0.4	85*	-4	2	-31	/	-31	21	/	-2.6	10
Clc1ccc(-c2noc(CCCOc3ccccc3)n2)cc1
    -0.3	11	10	-11	-13	-2	-36	-17	-7	-1.3	-3
C=CCNC(=O)CC(=O)N/N=C/c1ccc(F)cc1
    0.2	-31	-6	6	6	-1	0	-19	6	3.1	21
CC(NS(=O)(=O)c1ccc(F)cc1)C(=O)NCc1ccncc1 (centres undefined)
    -0.2	-6	7	-5	2	3	3	-30	0	-3.7	/
CC(=O)c1cccc(N(CC(=O)NC2CCCC2)C(=O)CNC(=O)c2cccs2)c1
    0.1	31	7	1	3	1	6	3	-8	-0.1	7
CCCSc1nnc2n(N)c(=O)c3ccccc3n12
    0.3	6	-8	-1	11	0	5	12	7	-2.9	16
COCCNC(=O)COc1ccc(C)c(C)c1
    -0.2	4	9	-3	-4	5	-8	-11	-1	-1.3	-8
COc1ccc(C2c3ccc(O)cc3Oc3ncn(CCCO)c(=N)c32)cc1 (centres undefined)
    0.0	-20	-10	11	31	5	18	4	-5	0.0	12
CN1CCC(N(C)S(=O)(=O)c2ccc(NC(=O)COc3ccc(F)cc3Cl)cc2)CC1
    0.6	-3	13	-9	-6	0	6	14	4	0.0	-5
Cc1nc2c(C)cccn2c1/C(O)=C1\C(=O)C(=O)N(CCN(C)C)C1c1ccncc1 (centres undefined)
    -0.2	-2	2	0	6	-3	7	-8	11	-0.6	14
CCOC(=O)c1c2c3c(cccc3n(C)c1=O)C(=O)c1ccccc1-2
    -0.1	11	-13	-38	36	-1	-2	-9	-12	-0.3	1
COc1ccccc1CC(=O)NCCc1ccccc1
    0.0	5	-6	25	-33	0	-5	-13	-15	-0.4	4

# Every second line gives: aDG glyco act	TWEAK Fn14 block	KKLEB cytotox	CF NFkB block	Peg3 promoter	NR2E3 ag-1	HIF-2a block	NR2E3 ag-2	TRPM1 prom inh	iPSC survival up	Shn3 inh set2
COc1ccccc1NC(=O)NCc1ccccc1F
    0.2	-1	-5	15	-7	1	-11	-14	-14	-0.8	-6
CC(C)(C)C(=O)Nc1nc(-c2ccccc2)ns1
    0.0	15	-1	13	-307	-1	-266	-127	-44	-2.6	-12
CC(=O)CCN1C(=O)NC2(CCCc3ccccc32)C1=O (centres undefined)
    -0.1	-18	-4	-1	2	-1	9	3	3	-0.2	-5
O=C(c1[nH]c(C(F)(F)F)nc1-c1ccccc1)N1CCN(C(=O)C2CCCO2)CC1 (centres undefined)
    -0.1	3	4	-35	15	/	3	1	/	19	-13
CC(C)(C)n1nc2c(c1NC(=O)c1ccc(S(=O)(=O)N3CCCCC3)cc1)CS(=O)C2 (centres undefined)
    -0.1	0	4	5	4	0	15	-7	3	1.5	-6
CCCCCNC(=O)c1c[nH]c2ccc(S(=O)(=O)N3CCC4(CC3)OCCO4)cc2c1=O
    -0.4	-21	6	-10	24	-2	7	5	9	0.6	21
CC(C)COc1ccc(C(=O)NC(=S)Nc2ccc(CN3CCOCC3)cc2)cc1
    -0.2	-2	-14	2	7	4	12	-12	11	-3.7	18
O=c1cc(CO)oc(C(Nc2ccccn2)c2ccccc2Cl)c1O (centres undefined)
    0.3	2	-5	17	1	1	11	16	-4	0.2	-15
CC1CN(C(=O)CN2C(=O)NC3(CCCCCC3)C2=O)CC(C)O1 (centres undefined)
    -0.3	-24	-13	12	4	1	20	-26	5	0.3	-11
CCOc1ccc(C2C(C#N)=C(N)Oc3nc[nH]c(=O)c32)cc1 (centres undefined)
    0.0	16	0	5	7	3	17	7	3	-0.6	-5
Cc1ccc(S(=O)(=O)N2CCN(C(=O)COC(=O)CCOc3cc(C)ccc3C)CC2)c(C)c1
    -0.1	-18	-26	-3	2	/	13	-15	-4	0.1	-19
O=C(O)CNC(=S)N(Cc1ccccc1)Cc1cccs1
    0.1	7	4	-4	-8	-2	14	-17	-1	0.4	-19
CSc1ccc(Cn2c(C)c(C(=O)NCc3cccc(C)c3)sc2=O)cc1
    -0.2	7	-2	6	17	/	4	-5	/	-1.6	29
COc1ccc(C2NCCc3c2[nH]c2ccccc32)cc1CSc1nc2ccccc2s1 (centres undefined)
    1.1	-17	-23	16	92*	5	-18	3	-3	-2.9	6
CCCOc1ccccc1NC(=O)/C=C/c1ccc(OC)c(S(=O)(=O)N2CCOCC2)c1
    -0.1	-12	-7	16	28	/	-8	-22	/	1.5	11
CC(=O)NC(CC(=O)Nc1cccc(S(=O)(=O)N2CCOCC2)c1)c1ccccc1 (centres undefined)
    -0.1	2	3	2	12	/	7	12	9	0.7	8
COc1ccccc1-n1cnnc1SCC(=O)Nc1cc(C)on1
    0.7	8	-4	13	2	-1	3	-6	-3	0.3	-12
COc1ccc(-c2cc(C)no2)cc1S(=O)(=O)N1CCOc2ccc(Cl)cc21
    0.2	-6	-19	27	16	1	2	-27	22	-0.5	10
